Bioassay records (PubChem)
Tau fluor counter = counter-screen for tau fibril formation inhibitors; Potency, µM (titrated, usually from 57.7 µM), inactives show top-dose activity change, negative = decrease; AID 1463; tau K18 P301L Alexa594 fluorescence, heparin fibrillization; 0.93% of 280,000 active; also: % is scaled to controls: 0 for no effect and ±100 for the full control effect; nearly all actives have a fitted effect of over 55% in size
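Human tau K18 P301L (15 uM unlabeled, 0.24 uM Alexa 594-labeled) in 100 mM sodium acetate pH 7 with 20 uM heparin, 6 hr at 37 C. ThT 30 uM added, 1 hr ambient; Alexa 594 FP and total fluorescence read at 555/632 nm.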
aGal spleen mod = inhibits or activates alpha-galactosidase in human spleen homogenate | Potency, µM (series often up to 80 µM), inactives show at the top dose activity change, negative = inhibition, actives largely listed as inhibitors | P06280 | human spleen homogenate, 4MU-alpha-Gal fluorescence, 40 min | 0.008% of 240,000 active;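 also: 0% = enzyme with vehicle and -100% = no enzyme basal signal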
Target sequence (P06280 32-429 limits assumed): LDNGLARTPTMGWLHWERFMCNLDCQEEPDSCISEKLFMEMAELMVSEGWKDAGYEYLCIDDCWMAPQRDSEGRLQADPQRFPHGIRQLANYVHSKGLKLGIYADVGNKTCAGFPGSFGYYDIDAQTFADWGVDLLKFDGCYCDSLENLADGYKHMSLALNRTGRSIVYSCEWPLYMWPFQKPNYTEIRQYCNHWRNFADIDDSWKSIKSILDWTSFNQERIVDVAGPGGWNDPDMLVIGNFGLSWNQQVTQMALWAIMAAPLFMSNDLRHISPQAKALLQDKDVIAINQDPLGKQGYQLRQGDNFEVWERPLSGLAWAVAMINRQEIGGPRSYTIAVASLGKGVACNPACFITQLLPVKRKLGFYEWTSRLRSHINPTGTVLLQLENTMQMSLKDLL
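Inhibition or activation of alpha-galactosidase in human spleen homogenate is scored by 4-MU fluorescence after 40 min at 37C, pH 5.0, with 1 mM substrate. AC50s come from concentration-response fitted to the Hill equation.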
Tau fibril FP = tau fibrillization inhibition (FP); P10636; K18 P301L tau heparin fibrillization, Alexa594 FP, 6 h; Potency, µM (series often up to 57.7 µM), for inactives: at the highest dose activity, negative = inhibition, usual class: inhibitors; 0.39% of 280,000 active; AID 1468; also: % is scaled to controls: 0 for no effect and ±100 for the full control effect; nearly all actives have a fitted effect of over 55% in size
Target sequence (P10636 561-689 P618L limits assumed): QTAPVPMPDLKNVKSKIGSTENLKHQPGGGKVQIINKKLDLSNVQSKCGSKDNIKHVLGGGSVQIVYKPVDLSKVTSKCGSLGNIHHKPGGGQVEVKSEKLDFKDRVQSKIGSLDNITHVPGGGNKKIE
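Read-out: fluorescence polarization of Alexa 594-labeled tau (0.24 uM), 555 nm excitation, 632 nm emission. Mixtures held 15 uM unlabeled K18 P301L, compound and 20 uM heparin, pH 7 acetate buffer, incubated 6 hr at 37 C.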
GAA inh = blocks human lysosomal alpha-glucosidase | P10253 | purified human GAA, 4-MU-alpha-glucoside fluorescence | Potency, µM (highest dose often 76.9 µM), without a hit: at the highest dose activity change, negative = inhibition, usual class: inhibitors | 0.005% of 200,000 active;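 also: plate controls were uninhibited enzyme wells for no effect and no-enzyme background for full effect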
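Compounds are titrated up to 77 uM against 4 nM human enzyme. Substrate 4-methylumbelliferyl-alpha-D-pyranoside (400 uM) reacts 20 min at room temperature in pH 5.0 buffer; liberated 4-methylumbelliferone is read at 440 nm.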
GAA glycogen = GAA glycogen-cleavage inhibition or activation. Potency, µM (series often up to 76.4 µM), inactives show top-dose activity change, negative = inhibition, most hits filed as inhibitors. 0.38% of 300,000 active. recombinant GAA, glycogen substrate, Amplex Red glucose oxidase fluorescence. P10253;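 also: 0% = full enzyme reaction and -100% = no-enzyme basal signal; the screen sought inhibitors and activators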
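Natural-substrate format: glycogen cleavage by 4 nM human enzyme, glucose read by Amplex Red coupling (Ex 573, Em 610 nm). Normalized to enzyme and no-enzyme controls.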
aGlu spleen mod = lysosomal alpha-glucosidase (human) modulation | human spleen homogenate, 4-MU-alpha-glucoside fluorescence | Potency, µM (series often up to 79.9 µM), inactives show top-dose activity change, negative = inhibition, actives largely listed as inhibitors | 0.006% of 240,000 active | AID 2112;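 also: 0% = enzyme with vehicle and -100% = no enzyme basal signal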
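AC50 values come from Hill-equation fits of concentration-response data, normalized to no-enzyme and full-activity controls. Enzyme source: 1 ug human spleen homogenate; 1 mM fluorogenic 4-MU glucoside, pH 5.0 citrate buffer, 37 C, 40 min.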
HTT cytoprotect = cytoprotection in Huntington HTT-Q103 PC12 cell model. PC12 HTT-Q103 induced, cytoprotection, ATP luminescence, 40 h. Potency, µM (top dose mostly 56.4 µM), for inactives: cytoprotection (ATP increase), most hits filed as activators. 0.14% of 230,000 active;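 also: % of control where 0% means no effect; nearly all actives have a fitted effect of over 45% in size; toxic huntingtin expression switched on by the ecdysone agonist tebufenozide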
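ATP quantification (ATPlite) reports survival of PC12 cells in which tebufenozide, 100 nM final, switches on Htt exon 1 with 103 glutamines linked to GFP; compounds are titrated.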
Tau fibril ThT = inhibitors of human tau fibril formation, thioflavin T binding; recombinant tau K18 P301L, heparin-induced fibrillization, ThT fluorescence; 2.1% of 270,000 active; P10636; Potency, µM (doses to about 57.4 µM), without a hit: at the highest dose activity, negative = inhibition, actives largely listed as inhibitors; also: % is scaled to controls: 0 for no effect and ±100 for the full control effect; nearly all actives have a fitted effect of over 55% in size
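ThT emission at 510 nm, taken 1 hr after adding 30 uM dye, quantifies aggregates formed when 20 uM heparin acts on human tau K18 P301L for 6 hr at 37 C.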
An asterisk follows results filed as active; ? = inconclusive; nt = no result given; [ ] = another dose, or the depositor's remark. Calls follow the shape of the dose curve; as a rule, active = well fitted curve in the direction sought with a large enough effect; inconclusive = small, poorly fitted or top-dose-only effect, or another doubt; inactive = no such curve, though single readings can be large; an effect the other way counts as inactive or inconclusive. Potency is read from the fitted curve at half-maximal effect.

| entry | SMILES | Tau fibril ThT | Tau fibril FP | Tau fluor counter | GAA inh |
| --- | --- | --- | --- | --- | --- |
| 1 | COc1cc(/C=C2/SC(=S)NC2=O)ccc1OS(=O)(=O)c1ccc(C)cc1 | 15.8µM* | -0.1% | ? | -10.8% |
| 2 | COc1ccc(/C=N/n2c(=O)[nH]c3c([nH]c4ccc(Cl)cc43)c2=O)cc1CN1CCCCC1 | -1.9% | 20.4% | -7.9% | -5.0%[15.4 µM] |
| 3 | Clc1ncnc2scc(-c3ccc(Br)cc3)c12 | ? | -15.4% | -8.3% | -7.1% |
| 4 | Cc1ccc(-c2cc(-c3ccc4c(c3)OCO4)c(C#N)c(N)n2)o1 | ? | -9.0% | ? | ? |
| 5 | COCc1cc(C)nc(N/N=C/c2ccc(-c3ccc(C(=O)O)c(Cl)c3)o2)c1C#N | -17.6% | 6.9% | -10.2% | ? |
| 6 | CC(=O)N1c2c(cc(Br)cc2S(=O)(=O)Nc2c(C)n(C)n(-c3ccccc3)c2=O)CC1C (configuration not stated) | -8.8% | 0.3% | -1.3% | 0.9% |
| 7 | CCN1C(C)=C(C)S/C1=C1\SC(=S)N(NC(C)=O)C1=O | -17.7% | 6.8% | -6.0% | 3.4% |
| 8 | COc1ccc(NC(=O)CCNS(=O)(=O)c2cccc3nonc23)cc1 | -13.0% | 1.1% | -18.2% | nt |
| 9 | CCOC(=O)CNC(=O)CSc1nnc(COc2ccc(Cl)cc2)n1CC | 0.0% | 3.1% | 1.9% | 5.1% |
| 10 | Cc1ccc(NC(=O)c2ccc(NCCN)c([N+](=O)[O-])c2)cc1 | 14.1µM* | 7.6% | -27.6% | -6.2% |

| entry | GAA glycogen | aGlu spleen mod | HTT cytoprotect | aGal spleen mod |
| --- | --- | --- | --- | --- |
| 1 | -9.3% | -7.5% | -1.8%[10 µM] | 6.2% |
| 2 | -2.3% | 3.4% | 27.2%[10 µM] | 23.0% |
| 3 | -6.1% | -0.3% | 28.1%[10 µM] | -4.4% |
| 4 | -4.4% | ? | -21.5% | ? |
| 5 | -19.8% | -17.7% | -39.2%[inhibitor] | 0.5% |
| 6 | 7.3% | 0.0% | -12.9% | -1.0% |
| 7 | -1.9% | -1.8% | 4.9%[10 µM] | 4.1% |
| 8 | -0.4% | nt | nt | nt |
| 9 | 4.7% | -8.0% | 6.7% | 4.7% |
| 10 | -4.2% | -4.4% | 22.5%[10 µM] | 0.8% |

The final 4 entries of the part before come first, to join the parts:
| entry | SMILES | Tau fibril ThT | Tau fibril FP | Tau fluor counter | GAA inh |
| --- | --- | --- | --- | --- | --- |
| 7 | CCN1C(C)=C(C)S/C1=C1\SC(=S)N(NC(C)=O)C1=O | -17.7% | 6.8% | -6.0% | 3.4% |
| 8 | COc1ccc(NC(=O)CCNS(=O)(=O)c2cccc3nonc23)cc1 | -13.0% | 1.1% | -18.2% | nt |
| 9 | CCOC(=O)CNC(=O)CSc1nnc(COc2ccc(Cl)cc2)n1CC | 0.0% | 3.1% | 1.9% | 5.1% |
| 10 | Cc1ccc(NC(=O)c2ccc(NCCN)c([N+](=O)[O-])c2)cc1 | 14.1µM* | 7.6% | -27.6% | -6.2% |
| 11 | CCOP(=O)(OCC)C(NC(=O)Nc1ccc(C)cc1)C(N)=O (configuration not stated) | 2.7% | 6.1% | 5.2% | -3.3% |
| 12 | COc1ccc(OC)c(NC(=O)c2nc3ccccc3s2)c1 | -4.6% | -12.9% | -10.2% | -2.0% |
| 13 | CCOC(=O)c1c(C)cc(C)n2c1nc1ccccc12 | 0.5% | 4.2% | 6.5% | -8.1% |
| 14 | COC(=O)Cc1c(C)nc2nc(NCc3ccc(Br)cc3)[nH]n2c1=O | 1.9% | 0.9% | -6.8% | nt |
| 15 | CCC(Sc1nnc(C)n2c1cc1occc12)C(=O)Nc1ccccc1OC (configuration not stated) | ? | -4.7% | -24.7% | nt |
| 16 | O=C(OCc1c(Cl)cccc1Cl)c1ccncc1 | 1.3% | 5.6% | -8.0% | 14.5% |
| 17 | Cc1nc(NCCO)c2nc(-c3ccccc3)n(CC3CCN(C)CC3)c2n1 | -4.6% | 4.2% | -4.2% | nt |
| 18 | Cc1ccc(CNC(=O)COC(=O)CCC(=O)c2cccs2)cc1 | -4.0% | 0.1% | -0.8% | -0.7% |
| 19 | Nc1cc(C(F)(F)F)ccc1C(=O)O | 0.0% | -8.2% | 0.2% | -4.3% |
| 20 | Cc1ccc(S(=O)(=O)c2c(C)nn(C(C)(C)C)c2OC(=O)c2ccco2)cc1 | -21.3% | -3.7% | -13.8% | -3.4% |

| entry | GAA glycogen | aGlu spleen mod | HTT cytoprotect | aGal spleen mod |
| --- | --- | --- | --- | --- |
| 7 | -1.9% | -1.8% | 4.9%[10 µM] | 4.1% |
| 8 | -0.4% | nt | nt | nt |
| 9 | 4.7% | -8.0% | 6.7% | 4.7% |
| 10 | -4.2% | -4.4% | 22.5%[10 µM] | 0.8% |
| 11 | 3.9% | -15.8% | 17.1%[10 µM] | 6.1% |
| 12 | -1.4% | -4.0% | 13.0%[10 µM] | -0.7% |
| 13 | 2.5% | -6.3% | 6.7% | 12.5% |
| 14 | 3.1%[76.3 µM] | nt | nt | nt |
| 15 | -11.7%[76.3 µM] | nt | nt | nt |
| 16 | -11.5% | -3.7% | 19.4%[10 µM] | -1.9% |
| 17 | nt | 14.3% | -36.1%[inhibitor] | 5.5% |
| 18 | 2.3% | 0.7% | -18.3% | -4.6% |
| 19 | -1.1% | -3.4% | -6.7%[10 µM] | 20.8% |
| 20 | -8.2% | -1.9% | -34.5% | 5.6% |

Gathered by group, the compounds so far with an NH in an aromatic ring (2)
| entry | SMILES | Tau fibril ThT | Tau fibril FP | Tau fluor counter | GAA inh |
| --- | --- | --- | --- | --- | --- |
| 2 | COc1ccc(/C=N/n2c(=O)[nH]c3c([nH]c4ccc(Cl)cc43)c2=O)cc1CN1CCCCC1 | -1.9% | 20.4% | -7.9% | -5.0%[15.4 µM] |
| 14 | COC(=O)Cc1c(C)nc2nc(NCc3ccc(Br)cc3)[nH]n2c1=O | 1.9% | 0.9% | -6.8% | nt |

| entry | GAA glycogen | aGlu spleen mod | HTT cytoprotect | aGal spleen mod |
| --- | --- | --- | --- | --- |
| 2 | -2.3% | 3.4% | 27.2%[10 µM] | 23.0% |
| 14 | 3.1%[76.3 µM] | nt | nt | nt |

(listing goes on)
| entry | SMILES | Tau fibril ThT | Tau fibril FP | Tau fluor counter | GAA inh |
| --- | --- | --- | --- | --- | --- |
| 21 | Cc1ccc(C(C[N+](=O)[O-])Sc2ccc(N)cc2)cc1 (configuration not stated) | 17.8µM* | ? | ? | -7.7% |
| 22 | Cc1ccc(NC(=O)Cn2nnc(C(=O)NCc3ccccc3)c2N)cc1C | 7.7% | 2.3% | 17.1% | 2.0% |
| 23 | [O-][n+]1onc2c1CCc1c-2nc(-c2ccccc2)n1OCc1ccccc1 | -3.9% | -14.9% | -10.9% | 3.2% |
| 24 | CCCCCC(=O)NC(NC(=S)N1CCOCC1)C(Cl)(Cl)Cl (configuration not stated) | -6.8% | 4.7% | -6.4% | 7.1% |

| entry | GAA glycogen | aGlu spleen mod | HTT cytoprotect | aGal spleen mod |
| --- | --- | --- | --- | --- |
| 21 | -24.0% | 4.3% | -14.2%[10 µM] | -3.2% |
| 22 | 0.8% | -3.3% | -2.5% | -1.5% |
| 23 | 4.0% | 2.7% | 22.1%[0.074 µM] | 3.7% |
| 24 | 3.5% | -2.1% | 12.0%[10 µM] | 2.8% |

No enrichment for hits; overall some 3.3% were active at least once.
